Compound activity: PubChem, Sanford-Burnham Center for Chemical Genomics
UBC13 inh – human UBC13 polyubiquitination inhibition; P61088; UBC13 polyubiquitin chain formation, TR-FRET; inhibition, % at 20 µM; hit rate 0.47% among 330,000; AID 485273; in the data active = inhibition above about 45%, passing the limit was not always enough
Target sequence (P61088 whole entry, looked up): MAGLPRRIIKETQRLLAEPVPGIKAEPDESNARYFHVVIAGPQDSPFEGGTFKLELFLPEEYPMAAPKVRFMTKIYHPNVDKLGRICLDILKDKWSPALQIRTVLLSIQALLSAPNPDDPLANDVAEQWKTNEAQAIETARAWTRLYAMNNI
CCR6 antagonist – CCR6 (human) receptor antagonism; inhibition, % at 20 µM; hit rate 0.49% among 340,000; CHO-K1 CCR6 PathHunter beta-arrestin, luminescence, CCL20-stimulated; P51684;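 active = compounds whose inhibition of the agonist-driven luminescence signal at 20 µM reaches about 50%, limit read from the data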;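 note: cells stimulated with CCL20 at 14 nM final; plate controls were DMSO with CCL20 for no effect and DMSO without agonist for full effect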
EBI2 antag – blocks human EBI2 receptor beta-arrestin signaling; P32249; EBI2 beta-arrestin recruitment, luminescence, 7a,25-OHC stimulated; inhibition, % at 5 µM; hit rate 0.81% among 360,000; in the data active = inhibition above about 38%;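 note: enzyme fragment complementation signal reports receptor beta-arrestin coupling in cells; 0% = agonist plus DMSO wells and 100% = wells without agonist; some results beyond the cut were filed as inactive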
Target sequence (P32249 whole entry, looked up, the tested form may be a part): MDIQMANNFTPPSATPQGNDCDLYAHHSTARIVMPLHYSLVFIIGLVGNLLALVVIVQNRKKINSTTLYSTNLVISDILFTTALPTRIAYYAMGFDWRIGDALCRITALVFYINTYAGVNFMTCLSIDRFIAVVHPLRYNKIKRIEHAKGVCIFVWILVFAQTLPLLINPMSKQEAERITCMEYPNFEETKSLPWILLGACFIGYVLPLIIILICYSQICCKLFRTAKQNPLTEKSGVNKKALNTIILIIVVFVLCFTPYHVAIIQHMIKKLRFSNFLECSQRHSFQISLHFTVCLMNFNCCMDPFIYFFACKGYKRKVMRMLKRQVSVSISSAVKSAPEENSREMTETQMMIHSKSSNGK
APJ antag – APJ receptor antagonism; P35414; CHO-K1 APJ beta-arrestin complementation, luminescence; inhibition, % at 20 µM; hit rate 0.32% among 330,000;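 active = inhibition above about 40% at 20 µM, limit read from the data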;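 note: cells challenged with 10 nM apelin-13 agonist together with compound; plate controls were apelin-13 plus DMSO wells for no effect and DMSO wells lacking apelin-13 for full effect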
Jurkat NFkB inh – lowers PMA/ionomycin-induced NF-kB signal in Jurkat cells. hit rate 0.53% among 330,000. PMA/ionomycin-induced NF-kB luciferase reporter, luminescence. inhibition, % at 4 µM; in the data active = inhibition above about 50%
697 NFkB inh – inhibitors of the PMA/ionomycin-induced NF-kB reporter in 697 B cells; 697 B-cell NF-kB luciferase reporter, 16 h; AID 435022; inhibition, % at 4 µM; hit rate 0.33% among 330,000; in the data active = inhibition above about 35%
CXCR6 block – inhibitors of human CXCR6 receptor. AID 602244. hit rate 0.36% among 360,000. O00574. CHO-K1 PathHunter CXCR6 beta-arrestin, luminescence. inhibition, % at 20 µM; in the data active = inhibition above about 34%, passing the limit was not always enough;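 note: antagonist mode with CXCL16 agonist at 10 nM final; 0% = 10 nM CXCL16 with DMSO and 100% = unstimulated wells without agonist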
Target sequence (O00574 whole entry, looked up): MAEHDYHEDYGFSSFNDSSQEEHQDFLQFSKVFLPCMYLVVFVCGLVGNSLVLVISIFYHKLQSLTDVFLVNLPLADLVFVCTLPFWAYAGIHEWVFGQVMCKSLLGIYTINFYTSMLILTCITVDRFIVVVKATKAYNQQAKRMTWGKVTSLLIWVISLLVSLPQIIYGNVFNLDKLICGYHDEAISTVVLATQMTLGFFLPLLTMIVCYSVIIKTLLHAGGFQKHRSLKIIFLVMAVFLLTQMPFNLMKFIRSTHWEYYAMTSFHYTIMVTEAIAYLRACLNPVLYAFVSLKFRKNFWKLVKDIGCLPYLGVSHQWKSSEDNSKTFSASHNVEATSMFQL
Gli-Sufu antag – antagonists of Gli-Sufu signaling | Sufu-KO-LIGHT fibroblasts, Gli luciferase reporter luminescence | inhibition, % at 5 µM | hit rate 0.74% among 340,000;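 active = inhibition above about 55%, limit read from the data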;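 note: 0% = DMSO-treated cells and 100% = wells with medium but no cells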
Numbers without * were called inactive; nt = not tested or not shown.

Each structure is followed by: UBC13 inh	CCR6 antagonist	EBI2 antag	APJ antag	Jurkat NFkB inh	697 NFkB inh	CXCR6 block	Gli-Sufu antag
Cc1ccc(-c2csc(NC(CO)c3nc4ccccc4n3CCOCCO)n2)cc1 (stereo not drawn)
    1	10	-6	12	-6	-8	13	2
COCCCNC(=O)C1CCCN(C(=O)Nc2ccc(OC)cc2)C1 (stereo not drawn)
    4	-10	2	12	2	10	-6	-1
COC(=O)c1cccc(-n2cnnn2)c1
    -7	4	10	-6	-1	-23	11	2
O=S(=O)(NCCC1=CCCCC1)c1ccccc1Cl
    14	6	-3	9	-2	5	-8	-1
CC(NC(=S)Nc1cccc(C(F)(F)F)c1)C(C)(C)C (stereo not drawn)
    -9	9	-7	-16	6	-22	-14	-3
CC(=O)N(CCN(C(C)=O)c1ccccc1)c1ccccc1
    -2	-9	8	-4	6	-18	5	2
OCC1OC(n2nnc3ccccc32)C(O)C(O)C1O (stereo not drawn)
    -1	8	-2	6	10	6	-2	4
CCc1nnc(NC(=O)CCn2cnc3ccccc3c2=O)s1
    4	12	-2	-3	3	5	2	8
Cc1ccc(C2CC(c3cccs3)=NN2C(=O)c2ccco2)o1 (stereo not drawn)
    -27	16	-28	1	-9	-7	13	-10
Nc1cc(C(=O)OCC(=O)N2CCC(Cc3ccccc3)CC2)ccc1Cl
    12	5	14	22	8	13	10	-3
Cc1ccccc1OCC(O)CN1CCN(c2ccc(Cl)cc2)CC1 (stereo not drawn)
    12	7	23	-3	5	11	-2	-1
Cc1csc2nc(SCC(=O)Nc3ccccc3F)[nH]c(=O)c12
    -5	-4	-5	-6	-3	29	8	-40
O=C(COC(=O)c1ccc(O)cc1O)Nc1ncc(Cl)cc1Cl
    -1	12	-6	-20	7	23	-5	-3
CCn1c(SCC(=O)O)nc2ccccc21
    -10	9	-7	18	-7	-1	2	0
O=C(O)CCCC1(C(=O)O)CCCC1
    nt	-15	2	nt	nt	nt	-2	6
Fc1ccc(-c2nnn(Cc3ccc(F)cc3Cl)n2)cc1
    0	4	-3	-22	-6	-2	-9	-13
O=C(C1CCN(Cc2nc(-c3ccc(Cl)cc3)no2)CC1)N1CCOCC1
    24	12	9	-17	8	-2	3	3
COC(=O)CSc1snnc1-c1ccc(Cl)c(Cl)c1
    1	-1	7	1	-10	4	-1	6
C/C=C(/C)C(=O)O[C@@H]1c2c(ccc3ccc(=O)oc23)OC(C)(C)[C@@H]1OC(C)=O
    -13	-1	1	21	0	17	-4	10
O=C(Nc1cccc(C(=O)NC2CC2)c1)c1ccccc1
    nt	9	-2	nt	nt	nt	-5	-3

Each structure is followed by: UBC13 inh	CCR6 antagonist	EBI2 antag	APJ antag	Jurkat NFkB inh	697 NFkB inh	CXCR6 block	Gli-Sufu antag
N#CC1=C(N)Oc2n[nH]c(-c3ccc(F)cc3)c2C1c1cccnc1 (stereo not drawn)
    -24	0	-9	-2	-5	-34	-5	8
CC(C)c1ccc(NC(=O)CNC(=O)Cn2cnc3ccccc3c2=O)cc1
    3	4	-9	4	24	6	-2	-10
CC(NC(=O)COC(=O)CC(c1ccccc1)c1ccccc1)c1ccccc1 (stereo not drawn)
    -26	22	7	-3	3	-3	4	-10
Cc1ccc(-n2c(C)nnc2SCC(=O)N2CCc3ccccc3C2)cc1
    -11	11	-4	20	-10	-8	1	10
Cc1c(-c2ccnc3cc(C(=O)O)nn23)cnn1C
    17	-1	-8	13	-3	15	-1	-4
CCCCN(C)C(=O)Cn1cnc2sc(C)c(S(=O)(=O)N3CCN(c4ccccc4OC)CC3)c2c1=O
    -1	-3	9	4	-38	-15	-4	-11
CCOC(=O)C1C(C(C)=O)=C(c2ccccc2)c2ccccc2N1S(=O)(=O)C(F)(F)F (stereo not drawn)
    nt	19	0	nt	nt	8	14	2
COc1ccc(CCNC(=O)c2cn(C)c3ccc(S(=O)(=O)N4CCOCC4)cc3c2=O)cc1OC
    2	15	10	5	-8	10	-6	-29
CC(C)OC(=O)CC1C(=O)NCCN1C(=S)NC(=O)c1ccc(F)cc1 (stereo not drawn)
    -4	16	-3	10	-9	-10	-9	-4
O=C(NC1CCN(c2ncccn2)CC1)c1ccccc1F
    -4	-3	-4	-1	-14	-20	-5	-2
Cc1ccc(CNC(=O)c2ccc(CS(=O)Cc3ccccc3Cl)o2)cc1 (stereo not drawn)
    1	16	12	5	-13	11	-8	5
COc1cccc(NC(=O)Nc2nnc(Cc3ccccc3F)s2)c1
    0	10	5	-18	-4	-23	-5	3
O=C(NCc1cccc(C(F)(F)F)c1)N1CCN(S(=O)(=O)c2ccccc2F)CC1
    4	20	6	-6	-2	2	-4	-5
CN1CCN(S(=O)(=O)c2ccc(N(C)Cc3ccc(C(F)(F)F)cc3)c([N+](=O)[O-])c2)CC1
    4	16	-14	-2	-1	11	4	9
COc1cccc2c(SCC(=O)N/N=C/c3ccccc3)cc(C)nc12
    18	7	-3	12	1	21	-4	4
COc1ccc(NC(=O)Nc2ccc3c(c2)CC(=O)N([C@H](C)CO)C[C@H](C)[C@H](CN(C)Cc2ccc(C(=O)O)cc2)O3)cc1
    -12	8	-10	5	20	5	5	-10
CCOC(=O)[C@@H]1[C@H]2COc3ccc(Br)cc3[C@H]2N2C(=O)N(c3ccc(F)cc3)C(=O)[C@@]12C
    -10	-5	-1	10	25	23	-18	-2
Cc1ccc2cn[nH]c2c1N
    -5	2	-9	-2	1	6	-5	-9
CCc1ccc(C(=O)CCC2CCCCC2=O)cc1 (stereo not drawn)
    10	8	1	-21	-38	-31	0	-19
CC(=O)c1ccc(NC(=S)N2CCN(CCN3C(=O)c4cccc5cccc(c45)C3=O)CC2)cc1
    -5	-4	-4	-3	-1	11	0	1

Each structure is followed by: UBC13 inh	CCR6 antagonist	EBI2 antag	APJ antag	Jurkat NFkB inh	697 NFkB inh	CXCR6 block	Gli-Sufu antag
COc1ccc(C(=O)N2CCC(C(=O)O)CC2)cc1
    12	-18	-10	-6	11	14	-10	-4
CC(/C=N/NC(=O)c1ccccc1C)=C\c1ccccc1
    6	7	11	10	-29	-25	2	-47
CCN(CC(=O)Nc1c(F)cccc1F)C(=O)c1ccc(N2CCCC2=O)cc1
    1	1	-4	8	-2	7	-7	-1
O=C(OCCN1CCCCC1)c1ccccc1Cl
    -1	15	2	18	15	31	-1	-16
CCC(=O)c1cn(CC(=O)NCc2ccco2)c2ccccc12
    16	4	2	6	-23	-14	12	-28
CN(C)S(=O)(=O)c1cc(NC(=O)CN2CCN(c3ccccc3)CC2)ccc1Cl
    5	6	-8	16	8	1	-6	4
COc1cnc(SCc2c(Cl)cccc2Cl)nc1Cl
    -4	11	20	7	-2	9	-5	7
COc1cccc(-c2cc(=O)c3cc(NC(=O)c4ccc(Cl)cc4)ccc3[nH]2)c1
    -16	-1	-13	23	78*	-36	-3	-8
Cc1ccc2cc(C#N)c(N3CCN(C)CC3)nc2c1
    -5	5	-1	10	-2	-4	-2	10
O=C(CN1C2CCCC1CC(NC(=O)c1ccco1)C2)Nc1ccccc1 (stereo not drawn)
    0	-2	-11	20	2	0	1	-1
CC(=O)Nc1ccc(S(=O)(=O)N2CCN(C3CCCCCCC3)CC2)cc1
    -8	14	-4	4	2	-29	-4	6
C=CCSC1=N/C(=C\c2cc(OC)c3c(c2)OCO3)C(=O)S1
    -20	38	7	25	8	10	6	32
Cc1nn(Cc2ccccc2Cl)c2sc(C(=O)NCCCn3ccnc3)cc12
    5	8	4	-10	-4	-14	9	15
COC(=O)C(C)Sc1ncnc2c1c(-c1ccccc1)cn2-c1ccc(OC)cc1 (stereo not drawn)
    6	-2	21	8	5	-13	6	1
CCc1nnc(NC(=O)C2CCCCN2S(=O)(=O)c2ccccc2)s1 (stereo not drawn)
    -8	-3	-5	1	1	13	-6	0
O=C(Nc1ccc(O)c(C(=O)O)c1)Oc1ccccc1
    14	-18	-3	-27	7	-5	-8	-4
CCCCOC(=O)c1cc(=O)[nH]c2ccc(C)cc12
    2	15	8	-5	14	-2	2	-2
COc1ccc(CNCCC2(Cc3ccccc3)CC(C)N(C)CC2C)cc1OC (stereo not drawn)
    -6	19	-5	-3	-14	-8	8	14
CC(NC(=O)/C(=C/c1cccc([N+](=O)[O-])c1)NC(=O)c1ccco1)C(=O)O (stereo not drawn)
    10	-2	-6	-9	8	-3	-9	1
CCOC(CNC(=O)C(=O)Nc1cc2c3c(c1)CCC(=O)N3CCC2)OCC
    -10	3	4	12	15	-9	1	46

Single entries from above:
CCc1nnc(NC(=O)C2CCCCN2S(=O)(=O)c2ccccc2)s1 (stereo not drawn) in UBC13 inh shows -8
O=C(OCCN1CCCCC1)c1ccccc1Cl in CXCR6 block shows -1
CCN(CC(=O)Nc1c(F)cccc1F)C(=O)c1ccc(N2CCCC2=O)cc1 in APJ antag shows 8
O=C(Nc1ccc(O)c(C(=O)O)c1)Oc1ccccc1 in 697 NFkB inh shows -5

(cont.)
Each structure is followed by: UBC13 inh	CCR6 antagonist	EBI2 antag	APJ antag	Jurkat NFkB inh	697 NFkB inh	CXCR6 block	Gli-Sufu antag
Cc1ccc([N+](=O)[O-])c(OCC(O)CNC(C)(C)C)c1 (stereo not drawn)
    -9	-1	-6	-15	5	-10	-3	1
CCOC(=O)[C@H]1[C@H]2COc3ccc(C)cc3[C@@H]2N2C(=O)c3cc(F)ccc3NC(=O)[C@@]12C
    9	1	-10	-16	10	19	-2	3
COc1cccc(OC)c1C(=O)Nc1cccc(S(=O)(=O)Nc2ccccc2Cl)c1
    -10	-2	-8	9	3	-2	0	-2
O=c1c2cc([N+](=O)[O-])cc([N+](=O)[O-])c2[nH]n1-c1ccccc1
    -52	56*	10	41*	3	8	39	-22
CCN(CC(=O)NCc1cccs1)S(=O)(=O)c1cccc(C(C)=O)c1
    -3	2	-14	2	16	10	8	9
CCN1CCc2c(C#N)c(NCc3ccccc3)nc(N(CC)CC)c2C1
    16	14	17	5	-24	-28	4	11
CC(C)c1nc2cc(C(=O)NC(c3cccnc3)C(F)(F)F)ccc2o1 (stereo not drawn)
    3	-3	-8	12	-1	5	-5	-2
Cc1n[nH]c(C)c1S(=O)(=O)N1CCCC(C(=O)N2CCc3ccccc32)C1 (stereo not drawn)
    11	-1	-2	8	-2	-5	7	11
O=C(NOC(=O)c1cc(Br)ccc1Cl)c1cccs1
    5	13	-11	4	0	9	-5	-37
COc1cc2c(cc1OC)CN(CC(=O)Nc1ccc(Cl)cc1Cl)CC2
    -7	8	-5	8	-3	13	-4	nt
COc1cc(/C=N/NC2=NCCCCC2)ccc1O
    3	7	-4	5	0	-2	1	-6
O=C(Cn1cc(/C=N/O)c2ccccc21)N1CCOCC1
    0	-25	1	10	0	-6	-9	-5
CC1CCC(NC(=O)CCS(=O)(=O)c2ccc3c(c2)CCN3C(=O)C2CC2)CC1 (stereo not drawn)
    -6	5	-2	18	3	-8	5	-3
Cc1nc(N)nc(C)c1Cc1ccccc1
    3	6	-3	3	-5	4	0	1
COC(=O)C1=C(C)NC(=O)CC1c1ccccc1F (stereo not drawn)
    0	-3	-2	16	20	8	10	1
Cc1ncoc1C(=O)Nc1ccc(Oc2ccccc2)cc1
    6	-6	-6	13	-43	-68	-6	-35
COC(=O)C1c2ccccc2-c2ccccc21
    10	13	-10	-13	-17	12	-7	-3
COc1cccc(-c2nc3n(n2)C(c2ccc4c(c2)OCO4)C(C(N)=O)=C(C)N3)c1 (stereo not drawn)
    0	11	1	-32	17	-61	-3	9
Cc1ccc(C(=O)NCCN2CCOCC2)cc1
    -7	-1	-5	11	-18	4	-2	-1
CN(C)/C=N/c1cc(=O)[nH]c(=O)n1C
    -2	-11	-10	17	-6	3	-5	-1
O=C(NC(=S)Nc1ccc(Oc2ccc(Cl)cc2)cc1)c1ccccc1
    0	38	4	13	11	3	21	-11
Cc1ccc(NC(=O)CSCC(=O)N2CCN(Cc3ccc4c(c3)OCO4)CC2)cc1
    4	11	-4	7	4	19	-6	9

Limited to 697 NFkB inh and APJ antag, for some of the entries so far:
molecule | 697 NFkB inh | APJ antag
CCOC(CNC(=O)C(=O)Nc1cc2c3c(c1)CCC(=O)N3CCC2)OCC | -9 | 12
Cc1ccc([N+](=O)[O-])c(OCC(O)CNC(C)(C)C)c1 (stereo not drawn) | -10 | -15

This is a random part of the collection; any-hit rate near 3%.
